From PubChem BioAssay
EPAC2 agonist = agonists of human EPAC2 (RAPGEF4); EPAC2 activation, biochemical qHTS; response scale: 100% = 6.5 mM cAMP response; 360,000 tested, 0.079% active; Q8WZA2; Potency, µM (highest dose often 154 µM), without a hit: top-dose activation, hits mostly activators; further: potency means the concentration at half of the fitted maximal effect; nearly all actives have a fitted effect of over 50% in size
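Exchange assay: 100 nM EPAC2 with 250 nM Rap1B-BODIPY-GDP and 50 uM GDP. Fluorescence (ex 480/em 540 nm) read every 5 min for 30 min at room temperature. Data normalized to 6.5 mM cAMP as agonist control.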
PI5P4K alpha inh = inhibitors of human PI5P4K alpha. max response, %. 330,000 tested, 1.2% active. AID 652105. PI5P4Kalpha enzyme, ADP-Glo luminescence, 60 min; hits give low values; active means max response of -50% or lower; inconclusive means between -30% and -50%; inactive means -30% or higher; further: value at the top dose of about 77 µM; on the % scale 0 is the no-effect control and ±100 the full control effect
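Compounds were pin-transferred onto PI5P4Kalpha and substrate in HEPES pH 7.4 buffer with EGTA, CHAPS and 5% DMSO. ATP (5 microM final) started the reaction, which ran 60 minutes at room temperature before ADP-Glo detection.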
PLK1 PBD inh = inhibitors of human PLK1 polo-box domain binding. AID 720504. Plk1 PBD binding of FITC phosphopeptide, fluorescence polarization. 360,000 tested, 2.8% active. Potency, µM, without a hit: max response, negative = inhibition, actives largely listed as inhibitors; further: potency means the concentration at half of the fitted maximal effect; series mostly up to about 57 µM; on the % scale 0 is the no-effect control and ±100 the full control effect; nearly all actives have a fitted effect of over 65% in size
WRN helicase inh = WRN helicase (human) inhibition. WRN helicase unwinding, fluorescent forked duplex, kinetic. AID 651768. Q14191. Potency, µM (doses to about 114 µM), without a hit: top-dose activity change, negative = inhibition, actives largely listed as inhibitors. 360,000 tested, 0.46% active; further: potency means the concentration at half of the fitted maximal effect; on the % scale 0 is the no-effect control and ±100 the full control effect; nearly all actives have a fitted effect of over 55% in size
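Primary qHTS, 1536-well format. 20 nM WRN + compound, 15 min RT; start with 100 nM forked fluorophore/quencher duplex, 2 mM ATP (final); kinetic read ex 525/em 598 nm.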
CCT modulator = cytosolic chaperonin activity modulation. purified chaperonin ATPase assay, HTRF ADP detection, 30 min. activity change, % (no concentration beside the values), hits read low. 360,000 tested, 0.3% active; in the data active means activity change below about -30%; further: on the % scale 0 is the no-effect control and ±100 the full control effect
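TRiC (40 or 20 nM final, by batch activity) in 30 mM Tris pH 7.4, 100 mM KCl, 5 mM MgCl2, 1 mM DTT was treated with compound at 76 uM single dose, then 10 uM ATP, 30 min at 37 °C. ADP was read by HTRF Transcreener.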
EPAC1 antag = blocks human EPAC1 exchange factor; O95398; EPAC1 GEF assay, Rap1b-BODIPY-GDP exchange fluorescence; Potency, µM (series often up to 115 µM), inactives show at the highest dose activity change, negative = inhibition, hits mostly inhibitors; 360,000 tested, 0.14% active; AID 720709;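 further: potency means the concentration at half of the fitted maximal effect; plate controls were vehicle for no effect and positive control for full effect; nearly all actives have a fitted effect of over 50% in size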
Target sequence (O95398 whole entry, looked up): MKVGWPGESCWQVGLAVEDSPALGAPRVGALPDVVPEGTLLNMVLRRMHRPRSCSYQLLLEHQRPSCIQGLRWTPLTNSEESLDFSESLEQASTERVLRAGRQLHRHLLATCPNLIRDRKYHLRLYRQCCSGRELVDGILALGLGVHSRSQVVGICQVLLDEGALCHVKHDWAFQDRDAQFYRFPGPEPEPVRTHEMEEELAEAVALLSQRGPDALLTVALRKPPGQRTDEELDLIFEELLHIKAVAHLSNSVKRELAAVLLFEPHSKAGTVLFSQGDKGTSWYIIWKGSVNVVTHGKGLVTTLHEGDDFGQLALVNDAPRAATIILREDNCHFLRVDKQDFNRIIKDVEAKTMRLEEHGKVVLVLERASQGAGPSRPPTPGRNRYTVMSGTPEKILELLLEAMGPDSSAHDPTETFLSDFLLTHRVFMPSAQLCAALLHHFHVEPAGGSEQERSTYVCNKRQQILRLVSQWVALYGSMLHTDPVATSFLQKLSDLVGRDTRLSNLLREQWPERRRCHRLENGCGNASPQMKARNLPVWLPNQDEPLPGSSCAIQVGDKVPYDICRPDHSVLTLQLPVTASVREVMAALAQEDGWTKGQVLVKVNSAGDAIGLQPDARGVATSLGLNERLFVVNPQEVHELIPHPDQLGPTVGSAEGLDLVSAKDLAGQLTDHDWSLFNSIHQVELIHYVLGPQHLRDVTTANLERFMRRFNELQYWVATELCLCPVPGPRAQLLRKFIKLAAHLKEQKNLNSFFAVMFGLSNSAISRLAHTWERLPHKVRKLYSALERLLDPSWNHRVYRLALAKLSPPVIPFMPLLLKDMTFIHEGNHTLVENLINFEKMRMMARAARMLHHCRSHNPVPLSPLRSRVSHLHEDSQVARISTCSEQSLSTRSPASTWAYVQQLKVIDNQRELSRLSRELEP
IL-2 act = activates IL-2 in a cell-based reporter assay. 360,000 tested, 0.065% active. activation, % (series mostly up to about 46 µM). AID 652025. IL-2 activation reporter assay, cell-based qHTS; stimulated with anti-CD3/CD4/CD28 beads; in transgenic mouse T cells; in the data active means activation above about 50%; inconclusive means mostly about 30% to 49%; further: 0% is about no effect
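Screening format: compound pinned onto unstimulated transgenic mouse T cells, 60 min incubation, then anti-CD3/anti-CD4/anti-CD28 bead stimulation for 18 hours at 37 degrees C, followed by EGFP and DsRed detection.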
EPAC1 agonist = agonists of human EPAC1 | O95398 | EPAC1 agonist qHTS, biochemical assay; response scale: 100% = response to 6.5 mM cAMP | Potency, µM (series often up to 154 µM), inactives show top-dose activation, actives largely listed as activators | 360,000 tested, 0.073% active | AID 720707; further: potency means the concentration at half of the fitted maximal effect; nearly all actives have a fitted effect of over 60% in size
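EPAC1 100 nM, Rap1B–BODIPY-GDP 250 nM, unlabeled GDP 50 uM; compound titration; 5 min RT; kinetic read ex480/em540 at 5-min intervals ×30 min; data normalized to 6.5 mM cAMP agonist control.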
Starred values were filed as active, the others as inactive; u = inconclusive; x = no result given; [ ] = remark or other dose. Unless noted, the call rests on the fitted dose curve; in most records, active means well fitted curve in the direction sought with a large enough effect; inconclusive means small, poorly fitted or top-dose-only effect, or another doubt; inactive means no such curve, though single readings can be large; an effect the other way counts as inactive or inconclusive. These rows are one share of the data, so the mix of outcomes need not match the whole.

compound	EPAC2 agonist	PI5P4K alpha inh	PLK1 PBD inh	WRN helicase inh	CCT modulator	EPAC1 antag	IL-2 act	EPAC1 agonist
CCN(C[C@H]1N[C@@](C)(C(=O)OC)[C@H]2C(=O)N(Cc3ccccc3)C(=O)[C@@H]12)C(=O)Nc1ccc(OC)cc1	2%	-1	-9%	1%	-1.2	22%	0.9	-24%
O=C1SC(c2ccccc2)=N/C1=C/c1ccco1	9%	x	-8%	0%	0.4	5%	-2.4	4%
COc1ccc(-c2nc(CN3CCN(C(=O)c4ccco4)CC3)c(C)o2)c(OC)c1C	2%	-2	-1%	-7%	-3.9	-1%	-1.8	7%
CCOC(=O)CN1NC2(CCCCC2)NC1=S	3%	-29	-11%	1%	1.6	6%	0.9	-6%
CCNc1nc(NC(C)(C)C)nc(N2CCCCC2)n1	-10%	4	-5%	5%	2.1	-10%	-0.1	-6%
O=C(N/N=C/c1ccc2c(c1)OCO2)c1ccc(NC(=O)c2ccccc2Cl)cc1	17%	0	-12%	-3%	1.6	-28%	-1.8	4%
COc1ccc(CCNC(=O)CSc2nnc(-c3cccc(C)c3)o2)cc1OC	-2%	1	-5%	0%	-1.0	-2%	1.9	3%
COc1ccc(N2C(=O)C(CC(=O)Nc3ccc(F)cc3)N(CCc3ccc(OC)c(OC)c3)C2=O)cc1 (configuration not stated)	13%	-12	-2%	4%	-1.1	-12%	0.3	-1%
COc1cc(OC)cc(-c2c(-c3cccs3)c3cc(-c4ccc(C(N)=O)cc4)ccc3n2C)c1	-2%	-1	5%	6%	-2.0	3%	0.2	-5%
O=C(c1cnn2c(C(F)F)cc(-c3ccccc3)nc12)N1CCCCC1c1cccnc1 (configuration not stated)	0%	-4	-3%	4%	-1.3	1%	-1.1	-4%
O=C(COC(=O)c1cc(=O)[nH]c2ccccc12)c1ccc(Br)cc1	-2%	-2	2%	-1%	-126*	-10%	2.8	2%
Cc1ccc(NC(=O)CSc2nnc(-c3n[nH]c4ccccc34)n2-c2ccccc2)c(C)c1	5%	0	-5%	-9%	0.5	u	0.5	4%
Cc1cccn2c(CN3CCSCC3)c(C(=O)N3CCOCC3)nc12	-8%	-3	0%	1%	0.4	-2%	-3.5	-16%
N#C/C(=C(/O)CN1C(=O)c2ccccc2C1=O)c1nc2ccccc2[nH]1	4%	2	1%	-2%	0.8	-8%	-0.5	6%
CN(C)c1ccc(NC(=O)Cc2ccccc2)c2ccccc12	8%	0	-8%	4%	0.0	16%	0.3	4%
Cc1ccc(CNC(=O)C2CCCCN2S(=O)(=O)c2ccccc2)cc1 (configuration not stated)	3%	3	2%	-5%	0.2	-15%	-2.4	-3%
CCN1C(=O)c2ccccc2S(=O)c2ccc(C(=O)NCc3ccc(OC)cc3)cc21 (configuration not stated)	13%	0	-1%	5%	-1.9	-10%	-0.7	4%
CC(C)CC(NS(=O)(=O)c1ccc2c(c1)oc(=O)n2C)C(=O)NC1CCCc2ccccc21 (configuration not stated)	-2%	0	-6%	1%	-1.0	-8%	-2.0	-4%
O=S(=O)(Nc1ccc(-c2ccc3nncn3n2)cc1)c1ccc(Cl)s1	-4%	-27	-12%	-25%	-0.5	2%	0.3	-1%
COc1ccc(C(=O)CC(=O)c2ccccc2O)cc1	17%	8	-13%	6%	-2.0	0%	-1.8	8%
CC(C)c1cc(Cn2c3ccccc3c(=O)n2C(C)Cn2cc(COc3ccccc3)nn2)on1 (configuration not stated)	3%	0	0%	-5%	x	4%	1.0	7%
CCC(=O)N1CCN=C1SCc1ccc(F)cc1	3%	-1	-10%	-3%	-1.9	2%	-0.5	12%
CCC(c1nnnn1-c1ccc2c(c1)OCCO2)N1CCN(c2ccccc2OC)CC1 (configuration not stated)	26%	0	-7%	-7%	-0.3	-3%	-0.4	10%
Cc1cc(C(F)(F)F)nc(SCC(=O)Nc2cc(C)on2)n1	0%	16	0%	-4%	-11	5%	0.4	-3%
Cc1nc(COC(=O)c2ccc(S(=O)(=O)N3CCCC3)cc2)cs1	2%	10	-11%	0%	0.6	0%	-0.9	0%
N#C/C(=C\c1cccnc1)C(=O)Nc1ccccc1[N+](=O)[O-]	0%	u	-16%	-8%[11.6 µM]	-0.5	10%	-2.7	13%
O=S(=O)(c1ccc(-c2ccon2)s1)N1CCN(c2ccncc2)CC1	0%	-19	-3%	-10%	-0.2	-8%	5.4	-2%
Cc1ccnc(SCC(=O)c2cccc([N+](=O)[O-])c2)n1	2%	-6	-6%	-7%	0.4	0%	-0.4	-5%
Cc1ccnc(NC(=O)c2cccc(NC(=O)c3ccccc3C)c2)c1	1%	4	-6%	-4%	-0.4	-19%	1.2	3%
Cc1ccc(C(=O)NCCCNC(=O)c2ccco2)cn1	3%	-9	-13%	-26%	0.0	u	0.1	6%
CCn1cc(S(=O)(=O)CC(=O)NC2CCCCC2)c2ccccc21	-9%	-1	-7%	12%	-1.2	3%	-0.5	-1%
C=CCOCCN(CCOCC=C)C1=NS(=O)(=O)c2ccccc21	3%	0	-4%	2%	-2.1	-2%	0.7	4%
O=C(CSc1nc2ccccc2c(=O)n1-c1ccc(F)cc1F)NC1CC1	1%	2	2%	5%	-0.5	10%	-0.9	-16%
Cc1cc2c(SCC(=O)NCC3CCCO3)ncnc2s1 (configuration not stated)	-2%	6	1%	-4%	0.5	13%	3.9	-2%
CC(C)CN1CCN(CCCOC(=O)Nc2cccc3ccccc23)CC1C (configuration not stated)	5%	0	-3%	4%	-2.2	9%	-0.2	-9%
CC(=O)Nc1ccc(C(=O)OCC(=O)Nc2ccccc2Sc2ccccc2)cc1	2%	14	-9%	-21%	-4.2	-11%	-5.7	16%
O=S(=O)(Nc1ccc(Cl)cn1)c1cnc(Cl)c(Br)c1	4%	-7	-16%	u	-0.7	-30%	-0.8	1%
C[C@@H]1CN([C@@H](C)CO)C(=O)c2cc(NC(=O)C3CC3)ccc2O[C@H]1CN(C)C	9%	-9	-6%	7%	-2.7	-11%	0.7	-15%
Cc1cccc(NC(=O)/C(C#N)=C/c2ccc(Cl)cc2)n1	0%	-6	-13%	-4%	-3.0	6%	2.0	-10%
CCCCCCC(=O)N/N=C1\CCCc2ccccc21	5%	5	-1%	-2%	0.1	-10%	-2.2	-1%
Cc1cc2cc(CNC(=S)NC3CCCCC3)ccc2n1C	18%	5	-6%	-1%	-4.6	-15%	0.9	9%
COc1ccc(/C(C)=N/NC(=O)c2ccc(CSc3nncn3C)cc2)cc1	10%	5	-4%	2%	-1.2	23%	0.1	6%
CCCCC(=O)NC(c1ccccc1OC)c1ccc2cccnc2c1O (configuration not stated)	0%	-5	-17%	9%	-3.2	-24%	-3.6	-4%
O=C(COc1nnnc2ccccc12)N1CCCc2ccccc21	0%	-6	-2%	0%	0.7	14%	-1.6	-3%
O=C(Nc1ccc(S(=O)(=O)Nc2cnc3ccccc3n2)cc1)c1ccc([N+](=O)[O-])cc1Cl	14%	2	u	6%	-1.9	-22%	0.2	1%
COc1ccc(CCNC(=O)c2cc(S(=O)(=O)N3CCCC3)cn2C)cc1OC	3%	8	-3%	-5%	-0.2	u	-1.9	-1%
O=[N+]([O-])c1ccc(Cl)cc1CNc1ccc(F)c(F)c1	9%	-2	-3%	5%	0.8	-3%	-0.8	2%
CCCN1C(=O)NC2(O)C(=O)c3ccccc3C12O (configuration not stated)	0%	5	0%	5%	0.3	12%	0.1	-4%
COc1cc(NC(=S)NCc2ccco2)c(OC)cc1Cl	3%	-4	37%[activator]	6%	1.3	19%	-1.3	1%
CC(C)Cn1c2c(c(=O)[nH]c1=O)C(C(F)(F)F)(C(F)(F)F)N=C(CCC1CCCCC1)N2	-7%	-12	-4%	-1%	-1.4	11%	-4.0	-11%
COc1ccc(OC)c(NC(=O)c2cccnc2Sc2cc(C)ccc2C)c1	24%	14	-4%	-17%	1.8	-15%	-3.3	18%
Cc1ccc(C)c2nc3sc(C(=O)N4CCOCC4)c(N)c3cc12	1%	0	9%	-1%	-0.2	8%	-0.7	3%
CCc1nc(NCC2CC2)c2nnn(Cc3ccccc3)c2n1	7%	4	-15%	-5%	1.3	-4%	-1.1	-2%

Structural class, those above containing a Cl atom
compound	EPAC2 agonist	PI5P4K alpha inh	PLK1 PBD inh	WRN helicase inh	CCT modulator	EPAC1 antag	IL-2 act	EPAC1 agonist
O=C(N/N=C/c1ccc2c(c1)OCO2)c1ccc(NC(=O)c2ccccc2Cl)cc1	17%	0	-12%	-3%	1.6	-28%	-1.8	4%
O=S(=O)(Nc1ccc(-c2ccc3nncn3n2)cc1)c1ccc(Cl)s1	-4%	-27	-12%	-25%	-0.5	2%	0.3	-1%
O=S(=O)(Nc1ccc(Cl)cn1)c1cnc(Cl)c(Br)c1	4%	-7	-16%	u	-0.7	-30%	-0.8	1%
Cc1cccc(NC(=O)/C(C#N)=C/c2ccc(Cl)cc2)n1	0%	-6	-13%	-4%	-3.0	6%	2.0	-10%
O=C(Nc1ccc(S(=O)(=O)Nc2cnc3ccccc3n2)cc1)c1ccc([N+](=O)[O-])cc1Cl	14%	2	u	6%	-1.9	-22%	0.2	1%
O=[N+]([O-])c1ccc(Cl)cc1CNc1ccc(F)c(F)c1	9%	-2	-3%	5%	0.8	-3%	-0.8	2%
COc1cc(NC(=S)NCc2ccco2)c(OC)cc1Cl	3%	-4	37%[activator]	6%	1.3	19%	-1.3	1%
